PDI turbidity: inhibitors of human PDI, primary screen, biochemical, turbidity, single point, plate reader | inhibition, % at 10 µM | Protein disulfide-isomerase (Homo sapiens), P07237 | actives 0.052% (n = 350,000) | PDI insulin aggregation turbidity, A650, 90 min;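 active = mean inhibition across replicates of 30% or more, whatever share of single replicates reach that level; inconclusive = mean inhibition below 30% while every single replicate reaches 30%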;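 note: absorbance from insulin aggregation driven by PDI reduction with DTT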
Target sequence (P07237 whole entry, looked up): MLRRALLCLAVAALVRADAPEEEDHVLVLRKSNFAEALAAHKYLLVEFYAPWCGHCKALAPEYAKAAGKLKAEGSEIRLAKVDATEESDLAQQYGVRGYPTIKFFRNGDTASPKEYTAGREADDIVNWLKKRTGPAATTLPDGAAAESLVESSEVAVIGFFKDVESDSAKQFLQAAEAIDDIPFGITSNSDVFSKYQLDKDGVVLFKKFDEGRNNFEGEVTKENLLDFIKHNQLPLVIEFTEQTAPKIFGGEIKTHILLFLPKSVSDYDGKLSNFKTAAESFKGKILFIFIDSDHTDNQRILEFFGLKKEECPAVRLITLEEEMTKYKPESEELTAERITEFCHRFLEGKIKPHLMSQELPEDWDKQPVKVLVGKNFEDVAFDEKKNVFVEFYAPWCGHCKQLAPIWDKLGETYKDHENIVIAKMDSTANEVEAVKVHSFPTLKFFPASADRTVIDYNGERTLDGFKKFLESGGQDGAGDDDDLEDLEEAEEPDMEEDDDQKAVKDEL
iPSC survival up: enhancers of single-cell hiPSC survival, primary screen, ATPlite luminescence | 100% = ROCK inhibitor wells, 0% = DMSO | survival enhancement, % at 20 µM | actives 0.044% (n = 360,000) | AID 602274, 2012; in the data active = survival enhancement above about 18%;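 note: cells exposed to compounds for 16 hours before the ATP read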
TRPM1 prom inh: inhibitors of MITF-dependent TRPM1 promoter reporter, primary screen, cell-based, SK-MEL-5, single point, luciferase | SK-MEL-5 TRPM1 promoter luciferase, 24 h | inhibition, % at 12.5 µM | actives 0.83% (n = 330,000);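 active = mean inhibition across replicates of 60% or more, whatever share of single replicates reaches that level; inconclusive = some that reach 60%, reason not given; inactive = mean inhibition across replicates below 60%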; note: values of inactives mirror those of a sister screen read the other way
NR2E3 ag-1: NR2E3 agonists in two-hybrid cells, primary screen, cell-based, luminescence, CHO-S, Gal4-NCOR/VP16-NR2E3. Photoreceptor-specific nuclear receptor (Homo sapiens), Q9Y5X4. luciferase. inhibition of corepressor binding, % at 3.98 µM. actives 0.35% (n = 360,000). AID 602229, 2012;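 active = inhibition above the mean of all tested compounds plus 3 SD, cut at about 70% in these data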;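 note: 0% = DMSO with NR2E3 transfected cells and 100% = cells lacking NR2E3 construct; higher means lower luciferase signal from less NR2E3 corepressor binding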
H9c2 protect: cardioprotection against H2O2-induced cell death, primary screen, uHTS, H9c2 cells, ATPLite luminescence | actives 0.63% (n = 360,000) | protection from H2O2 cell death, % at 20 µM | H9c2 cardiomyocytes, H2O2 injury protection, 2 h;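 active = compounds giving at least 50% protection of heart cells from peroxide-induced death in the single-dose screen, raw or plate-pattern-corrected value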;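 note: 0% = DMSO wells with peroxide and 100% = DMSO wells without peroxide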
m5-HT2A agonist: mouse Htr2a agonists via beta-arrestin recruitment, primary screen, cell-based, luminescence. actives 0.66% (n = 360,000). 5-hydroxytryptamine receptor 2A (Mus musculus), P35363. CHO-K1 mHTR2A beta-arrestin complementation; percent of 30 µM serotonin response. activation, % at 7.6 µM;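 active = activation above a run cutoff, the mean activation of all tested compounds plus 3 SD, cut at about 14% in these data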;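 note: 0% = plate median of compound wells and 100% = 30 µM serotonin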
Target sequence (P35363 whole entry, looked up): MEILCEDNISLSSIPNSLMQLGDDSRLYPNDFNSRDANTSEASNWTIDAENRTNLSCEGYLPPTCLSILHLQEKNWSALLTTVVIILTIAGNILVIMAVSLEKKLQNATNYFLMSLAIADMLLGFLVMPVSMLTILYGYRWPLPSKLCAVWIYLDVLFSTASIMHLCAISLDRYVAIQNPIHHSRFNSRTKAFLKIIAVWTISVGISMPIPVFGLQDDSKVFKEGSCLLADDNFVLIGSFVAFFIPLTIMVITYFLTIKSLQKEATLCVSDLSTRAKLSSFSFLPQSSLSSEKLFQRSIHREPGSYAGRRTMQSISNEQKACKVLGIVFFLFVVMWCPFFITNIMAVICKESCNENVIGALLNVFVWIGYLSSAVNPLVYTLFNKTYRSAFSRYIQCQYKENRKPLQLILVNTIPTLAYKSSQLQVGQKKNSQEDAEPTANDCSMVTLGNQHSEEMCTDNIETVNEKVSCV
Shn3 inh set2: reduction of Shn3 3'UTR firefly luciferase signal, primary screen, Schnurri-3 inhibitor project, cell-based, Clone20 osteoblasts, set 2. Clone20 osteoblast Shn3 3'UTR firefly luciferase, 24 h. inhibition, % at 12.5 µM. actives 0.52% (n = 360,000);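 active = mean inhibition of at least 75% with every replicate also reaching 75%; inconclusive = mean inhibition at least 75% but some replicate below; inactive = mean inhibition below 75%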;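 note: 0% = median of neutral control wells and 100% = pilot-screen positive control compound; some compounds past the cut are filed as inactive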
Peg3 prom inh: Peg3 promoter-driven luciferase inhibitors, primary screen, cell-based, HeLa, luciferase luminescence. HeLa PEG-Prom luciferase reporter, overnight. inhibition, % at 20 µM. actives 1.7% (n = 360,000);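 active = inhibition of at least 50% at 20 µM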
CaV13 ICDI inh: Disruptors of the CACNA1D IQ motif to Ca2+-dependent inactivation inhibitor domain association, primary screening, Förster resonance energy transfer in intact living …. HEK cells, CFP/YFP FRET ICDI-IQ, plate reader, 10 min; percent FRET-ratio fall versus neutral wells. inhibition, % at 12.3 µM. actives 0.098% (n = 340,000);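 active = mean replicate inhibition of at least 30% and at least 1% of replicates passing that level; inconclusive = only one of the two criteria is met; inactive = neither criterion is met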;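 note: 0% = median of the neutral control wells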
NR2E3 ag-2: inhibitors of NR2E3-RetCOR corepressor binding, primary screen, NR2E3 agonist project, biochemical, TR-FRET, GST-NR2E3, biotin-RetCOR; 1536-well; AID 2300, 2010; actives 0.12% (n = 320,000); Photoreceptor-specific nuclear receptor (Homo sapiens), Q9Y5X4; inhibition of corepressor binding, % at 4.78 µM;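 active = percent inhibition above the cutoff of mean plus 3 SD of all tested compounds, set per screening campaign, cut at about 20% in these data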;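 note: 0% = DMSO wells and 100% = biotin wells as full block of FRET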
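Format: 1536-well format; test system: GST-NR2E3 and biotin-RetCOR proteins; read-out basis: percent inhibition of TR-FRET ratio; timing: 5 h incubation at 4 °C; detection: time-resolved FRET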
HIF-2a block: HIF-2a reporter inhibitors, primary screen, luminescence, 786-0 RCC cells. actives 0.72% (n = 360,000). inhibition, % at 18.8 µM. 786-0 RCC cells HIF-2a reporter, luciferase luminescence, overnight;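 active = inhibition of the luminescence signal of 40% or more relative to plate controls, in a single-dose primary screen at 18.75 µM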
Numbers without * were called inactive; ? = inconclusive; / = not tested or not shown.

SMILES	HIF-2a block	m5-HT2A agonist	TRPM1 prom inh	PDI turbidity	NR2E3 ag-2	Shn3 inh set2	H9c2 protect	CaV13 ICDI inh	iPSC survival up	NR2E3 ag-1	Peg3 prom inh
CC(O)C(NC(=O)OCc1ccccc1)C(=O)NCC(=O)NCC(=O)OCc1ccccc1 (stereo not given)	-8	-3	/	/	/	0	3	/	-0.1	3	-10
CCOc1ccc(CN(C)CC(=O)NCc2ccccc2Cl)cc1	-26	1	6	-3	-2	76	-6	-2	-0.4	-12	-5
CC(=O)Nc1ccc(-c2nc3cc(Cl)ccc3o2)cc1	-256	-2	-78	-9	-4	-71	-6	-2	0.0	-76	-280
CCc1cc(C(=O)c2ccc(OC)cc2)c(NC(=O)CN2CCN(C)CC2)s1	19	-2	20	6	6	-5	2	-5	-0.3	0	35
O=C(C1CC(=O)N(c2ccccc2F)C1)N1CCOCC1 (stereo not given)	12	4	5	9	/	6	0	-3	1.3	-19	6
COCCNc1nc(-c2cc(-c3ccc(Cl)cc3)on2)cc(C(C)C)n1	-13	16*	-6	-3	7	-17	-1	-5	13	-18	12
Cc1ccccc1NC(=O)C1CCCN(S(=O)(=O)c2c(C)noc2C)C1 (stereo not given)	11	4	2	-4	2	6	11	-5	0.9	6	24
COc1ccc(-c2nnc(SCC(=O)N3CCCCC3)o2)cc1OC	-20	-3	6	/	-1	-4	-1	-2	-0.8	3	-11
CC(=O)c1cccc(CN2CCC(CO)(Cc3ccccc3)CC2)c1	17	4	-5	24	4	1	1	-18	2.4	3	6
NC(=O)COC(=O)c1ccccc1OCc1ccc(Cl)cc1	20	-8	17	-7	2	-16	12	/	1.5	-2	0
COC(=O)CSc1nnc(CNS(=O)(=O)c2ccc(C)cc2)n1C	10	1	2	6	-1	-2	2	1	-2.7	-2	0
COc1ccc(C2CC(=O)OC3=C2C(=O)CC(C)(C)C3)c(OC)c1 (stereo not given)	9	0	5	-12	-2	3	8	-3	0.8	-15	-3
CCOc1ccc(CC(=O)N/N=C/c2sccc2C)cc1	-28	-8	-6	-2	/	14	-4	-6	-0.4	-7	-21
Cc1nn(-c2ccccc2)c(N2CCCCC2)c1/C=N/NC(=O)c1ccncc1	27	1	16	8	0	26	1	-5	-1.9	-1	22
c1ccc(-n2cnc3cc(NCc4ccccn4)ccc32)cc1	-32	-2	-23	-3	2	-20	-6	-9	-1.7	12	-95

SMILES	HIF-2a block	m5-HT2A agonist	TRPM1 prom inh	PDI turbidity	NR2E3 ag-2	Shn3 inh set2	H9c2 protect	CaV13 ICDI inh	iPSC survival up	NR2E3 ag-1	Peg3 prom inh
O=C(N/N=C/c1cccc([N+](=O)[O-])c1)c1c[nH]c2ccccc12	-177	-6	0	15	-4	/	10	-18	-0.5	-65	-133
Cn1c(CCN2CCCCC2)nc2cc(NS(=O)(=O)c3ccc(Cl)cc3)ccc21	11	-4	6	-8	-1	1	4	-5	-0.8	-5	23
CCCCn1c(N)c(N(C(=O)CSc2nnnn2-c2ccccc2)C2CCCC2)c(=O)[nH]c1=O	7	0	-3	-7	2	2	3	-2	-0.4	-62	-1
CC(CCCC(C)(C)O)NC(=O)c1ccc2oc(CCc3ccccc3)nc2c1 (stereo not given)	-19	-1	-7	2	6	-15	1	-4	1.1	-17	-32
CCc1nc2ccc(C(=O)NCCOc3ccc(OC)cc3)cn2c1N(C)C(=O)C1CCCCC1	18	2	/	-5	/	6	-3	-7	-3.4	-12	6
N#C/C(=C\c1ccc(OCc2ccc(C(=O)O)cc2)cc1)C(=O)NCc1ccccc1	12	3	-7	5	-1	-10	-4	-3	-0.3	2	-44
Cc1ccc(C)c(S(=O)(=O)N2CCN(C(=O)c3cccnc3)CC2)c1	7	0	1	1	-3	6	-1	/	-0.1	9	0
CC1CN(CCc2ccccc2)c2nc3c(c(=O)n(CC(N)=O)c(=O)n3C)n2C1 (stereo not given)	7	5	-6	4	3	-6	2	-6	-0.6	13	4
CN(CC(=O)N1CCN(c2ccccc2)CC1)C1CCCc2ccccc21 (stereo not given)	10	-7	6	10	4	1	1	-4	0.1	-6	18
Cc1ccc(OCC(=O)NNC(=O)c2ccc(-n3cncn3)c([N+](=O)[O-])c2)cc1	13	0	4	0	0	-87	-2	-6	0.3	-13	-1
CCNC(=O)C1CC(=O)N(CCCc2ccccc2)C(=Nc2ccccc2)S1 (stereo not given)	-5	1	-4	-1	3	-7	-1	-4	-0.1	-2	18
COc1ccc(C(=NN)c2ccc(OC)cc2)cc1	-214	5	-25	-19	3	-28	-4	-2	-0.2	-59	-51
C/C(=N\S(=O)(=O)c1ccc(C)cc1)NC(=S)Nc1ccc(C)cc1	-61	-5	-5	-1	-2	-27	-9	-3	-0.9	-18	-26
CC(C)Sc1ncc(S(=O)(=O)c2ccccc2)c(=O)[nH]1	18	2	1	-3	-2	8	2	-5	1.4	-35	10
CCOP1(=O)OCC2OC(n3cnc4c(N)ncnc43)C(O)C2O1 (stereo not given)	15	2	-3	4	1	/	2	-5	0.2	-1	10

SMILES	HIF-2a block	m5-HT2A agonist	TRPM1 prom inh	PDI turbidity	NR2E3 ag-2	Shn3 inh set2	H9c2 protect	CaV13 ICDI inh	iPSC survival up	NR2E3 ag-1	Peg3 prom inh
O=C(NN1C(=O)C2C(C1=O)C1C=CC2C12CC2)c1ccc(Cl)cc1 (stereo not given)	5	3	2	-8	0	/	-1	-4	1.4	-4	-4
COc1ccccc1NS(=O)(=O)c1ccc(N2CCOCC2)c(N)c1	13	-3	-14	-5	/	0	2	-6	0.2	-17	-22
c1ccc(CCNCC2COc3ccccc3O2)cc1 (stereo not given)	-46	-5	-13	0	0	8	-3	-19	0.4	-25	-63
Cc1cc(S(=O)(=O)/N=C(\N)c2ccc(C(N)=O)cc2)cc(C)c1F	14	4	2	0	-1	17	3	-4	0.2	-41	9
COc1ccc(C2C(C(=O)NCc3ccccn3)CCC(=O)N2c2cc(OC)c(OC)c(OC)c2)cc1 (stereo not given)	-4	1	-2	-4	3	-23	-3	-13	0.7	-20	-5
CCCS(=O)(=O)NC(=O)C1(C)CCCN(C(=O)c2ccccc2C(F)(F)F)C1 (stereo not given)	22	20*	/	23	/	4	-7	-5	-0.8	-18	3
O=C(Oc1ccc2c(c1)OCO2)c1cccs1	-6	-3	-6	-7	1	1	-1	/	0.1	-23	-5
Cc1ccc(OCC(=O)NC2CCS(=O)(=O)C2)cc1 (stereo not given)	11	6	2	0	0	-19	4	-7	-0.4	-5	6
CCC(Cc1ccccc1)NC(=O)CCn1cccc1 (stereo not given)	-5	-2	-6	8	2	-13	0	-5	-1.5	4	18
O=C(Cn1cnnn1)NCCc1ccc(Cl)cc1Cl	4	6	22	16	3	11	1	-5	0.3	-3	0
Cc1cc2nc(-c3cccc(Cl)c3)c(Cc3cccc(Cl)c3)n2c(C)c1Br	-47	0	/	/	/	/	/	-7	-0.3	-11	/
CC(C)c1ccc(NC(=O)CN2CCN(C(=O)C3CCCO3)CC2)cc1 (stereo not given)	3	4	-1	2	-2	12	0	-5	0.0	3	6
Nn1c(SCC(=O)Nc2c(Cl)cccc2Cl)nncc1=O	5	5	16	5	3	-25	6	-6	0.6	15	0
Nc1cccc(Oc2cnccn2)c1	8	-2	11	3	2	7	1	-4	1.4	-16	-9
COc1ccccc1CNC(=O)COC(=O)CSc1ccc(C)c(C)c1	4	-7	1	-3	/	-6	-2	-6	0.0	-13	6

SMILES	HIF-2a block	m5-HT2A agonist	TRPM1 prom inh	PDI turbidity	NR2E3 ag-2	Shn3 inh set2	H9c2 protect	CaV13 ICDI inh	iPSC survival up	NR2E3 ag-1	Peg3 prom inh
CC(C)(C)NC(=O)NC(=O)CN1CCN(c2ccccc2O)CC1	18	-1	10	12	-5	5	0	12	0.0	-4	6
O=C(CSc1nc2ccccc2c(=O)n1C1CC1)NCc1ccccc1	12	-3	-13	-8	0	0	16	-4	-0.2	-7	7
CC(=O)n1c(Cl)c(NC(=O)CCl)c2ccccc21	9	1	5	3	1	-14	4	-7	-0.8	-29	20
COc1ccccc1CNC(=O)Cc1ccc(Br)cc1	-71	-1	1	-9	-1	-4	1	-5	-2.8	-32	-40
CC1CCCN(CC(O)COCc2ccc3c(c2)OCO3)C1 (stereo not given)	21	2	-16	7	2	-1	2	-3	0.3	10	0
O=C(CN1CCN(Cc2ccccc2F)C1=O)NCc1cccnc1	9	-3	11	1	1	7	-16	-5	-0.3	0	-2
CCCCN(C)C(=O)c1cc2c(s1)-c1ccccc1S(=O)(=O)C2	-42	8	-15	-2	4	-2	4	-6	-0.5	15	-14
CCOC(=O)N1CCc2c(sc3c2c(=O)n(Cc2ccccc2)c(=O)n3Cc2ccc(C)cc2)C1	15	1	-2	5	2	12	-13	-7	0.4	9	15
O=C1CCCN1CCCNc1ncnc2c1[nH]c1ccc(Cl)cc12	-100	-3	-8	2	0	11	0	/	5.5	-12	-53
CCOC(=O)CCc1c(C)nc2cc(-c3ccc(F)cc3)[nH]n2c1=O	-57	-1	-31	-5	-1	-30	-5	0	-4.8	-48	-75
O=C(O)c1[nH]c2ccccc2c1-c1ccccc1	12	0	-3	-6	-3	-1	10	/	-1.6	-17	17
COc1cccc(C(C(=O)NC(C)(C)C)N(C(=O)CCC(=O)Nc2cc(C)on2)c2ccc3c(c2)OCCO3)c1OC (stereo not given)	14	6	-5	7	-2	-43	2	-2	-0.3	-2	6
C(CCc1nn[nH]n1)CCC1CCCCC1	-13	2	-13	-10	/	14	-1	-5	0.4	14	-16
COC(=O)c1ccc(C2C(Oc3ccccc3)C(=O)N2CCc2ccc(F)cc2)cc1 (stereo not given)	13	3	9	-1	-3	13	-11	-8	-2.8	-6	41
O=C(Nc1cccc(NC(=O)c2ccc(-c3ccc(Br)cc3)o2)c1)c1ccco1	-146	-2	-28	-3	2	16	42	-4	-1.4	-31	-32
CCCCn1c(N)c(N(CC(C)C)C(=O)c2cc(-c3ccncc3)nc3ccccc23)c(=O)[nH]c1=O	26	-4	7	?	-3	15	4	-6	0.3	-34	3
COc1ccc(CNC2CCN(Cc3ccccc3)CC2)cc1	14	-3	-11	1	1	11	11	-19	-0.3	1	-8

Assay outcomes (PubChem BioAssay)
